# H69AR growth 86K = blocks growth of human H69AR lung tumor cells; H69AR lung tumor viability, ATP luminescence, 72 h; hits give low values; viability, % at 10 µM; 6% of 85,000 active;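 active means viability at or below 40%; inactive means viability above 40%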;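 further: multidrug resistant small cell line overexpressing MRP-1 efflux transporter; 100% = mean luminescence of untreated control wells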
# sEH act = soluble epoxide hydrolase (human) activation; P34913; purified human sEH enzymatic activity, activator screen; activation, % at 2 µM; 0.04% of 91,000 active; in the data active means activation above about 37%; further: values of inactives mirror those of a sister screen read the other way
# Target sequence (P34913 whole entry, looked up): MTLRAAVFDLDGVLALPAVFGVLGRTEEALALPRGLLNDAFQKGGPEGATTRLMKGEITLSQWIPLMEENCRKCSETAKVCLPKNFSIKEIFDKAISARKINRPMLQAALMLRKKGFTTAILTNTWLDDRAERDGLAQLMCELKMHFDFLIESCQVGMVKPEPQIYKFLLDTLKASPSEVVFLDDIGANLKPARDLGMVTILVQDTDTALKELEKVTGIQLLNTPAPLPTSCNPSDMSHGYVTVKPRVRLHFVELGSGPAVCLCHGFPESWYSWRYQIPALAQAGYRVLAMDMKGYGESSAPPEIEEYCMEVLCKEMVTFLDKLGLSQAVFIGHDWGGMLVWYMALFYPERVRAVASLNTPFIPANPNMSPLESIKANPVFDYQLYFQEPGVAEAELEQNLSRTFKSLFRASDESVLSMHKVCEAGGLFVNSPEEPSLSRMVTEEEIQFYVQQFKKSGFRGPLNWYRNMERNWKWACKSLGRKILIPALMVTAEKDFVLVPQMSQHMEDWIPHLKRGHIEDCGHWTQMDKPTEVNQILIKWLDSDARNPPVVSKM
# Calb biofilm kill = kills Candida albicans biofilms; C. albicans biofilm + clotrimazole, Alamar Blue; 0.14% of 85,000 active; inhibition, % at 6 µM;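 active means inhibition above 20%; inactive means inhibition below 20%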;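 further: preformed 24 hr biofilms exposed to compound for 48 hr; 0% = biofilm without compound and 100% = blank killed by clotrimazole plus chlorhexidine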
# Smad3 FoxH1 inh = blocks human Smad3 binding to FoxH1 peptide. P84022. TR-FRET Smad3/Dy647-FoxH1 peptide binding, europium anti-His. inhibition, % at 25 µM. 0.29% of 88,000 active;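 active means compounds that reduce the energy-transfer binding signal between the protein and its labelled peptide by more than half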;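 further: 0% = Smad3 plus labelled peptide maximal FRET and 100% = peptide-only background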
# Target sequence (P84022 whole entry, looked up): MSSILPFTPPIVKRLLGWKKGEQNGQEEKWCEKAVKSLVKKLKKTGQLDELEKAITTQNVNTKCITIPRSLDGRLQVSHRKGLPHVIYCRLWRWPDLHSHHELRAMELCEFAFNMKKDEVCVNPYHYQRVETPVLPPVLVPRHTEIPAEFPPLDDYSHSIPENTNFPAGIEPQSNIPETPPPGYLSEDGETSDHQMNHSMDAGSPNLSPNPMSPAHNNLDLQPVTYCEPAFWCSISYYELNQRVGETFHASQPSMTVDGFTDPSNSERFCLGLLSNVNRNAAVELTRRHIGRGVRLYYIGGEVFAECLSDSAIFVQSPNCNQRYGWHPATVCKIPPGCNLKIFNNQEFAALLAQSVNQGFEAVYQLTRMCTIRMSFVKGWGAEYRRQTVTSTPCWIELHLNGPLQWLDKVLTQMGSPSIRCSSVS
# ERa SRC1 inh = blocks coactivator binding to human estrogen receptor alpha; TR-FRET ER-alpha LBD / SRC-1 peptide, estradiol-bound; inhibition, % at 25.6 µM; 1.7% of 86,000 active; AID 629; in the data active means inhibition above about 50%;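 further: 0% = receptor plus peptide control and 100% = peptide only without receptor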
# ERa SRC1 pot = enhances coactivator binding to human estrogen receptor alpha; P03372; TR-FRET ERalpha-LBD/SRC-Cy5 coactivator binding, 2 h; 100 = basal binding, no effect; coactivator binding (% of control), % at 25.6 µM; 1.3% of 86,000 active; AID 639; in the data active means activity above about 200%;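 further: binding measured in presence of low estradiol as agonist stimulus; 0% = peptide alone without receptor and 100% = receptor with peptide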
# HUVEC inhibit = inhibitors of human endothelial cell proliferation; HUVEC proliferation, CellTiter-Glo luminescence, 72 h; hits give low values; viability, % at 10 µM (by protocol); 1.1% of 86,000 active; AID 648;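 active means viability at or below 30%; inactive means viability above 30%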;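 further: 100% = median luminescence of DMSO-only cell control wells on each plate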
# Fibroblast inh = blocks proliferation of human lung fibroblasts. LL 47 human lung fibroblast viability, ATP luminescence; hits give low values. 1.1% of 85,000 active. viability, % at 10 µM;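 active means viability at or below 50% in the single dose screen; inactive means viability above 50%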;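 further: compound exposure lasted 72 h before the ATP readout; 100% = median luminescence of untreated cell-only wells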
#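 Test system: LL 47 human lung fibroblasts; Quantity: 1,150 cells/well; Buffer or medium: IMEM plus 15% FBS; Dosing: tenfold compound dosing solution, DMSO at 0.1%; Timing: overnight cell rest, 72 h compound treatment at 37 °C; Detection: ATP-based CellTiter-Glo luminescent readout; Read-out basis: viability percentage against median untreated-cell control; Controls: cell-only wells, no compound.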
# ERb SRC1 inh = blocks coactivator binding to human estrogen receptor beta. inhibition, % at 25.6 µM. 1.3% of 86,000 active. TR-FRET ER-beta LBD / SRC1-Cy5 peptide binding; receptor agonist-loaded with 1 µM estradiol. Q92731. AID 633;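 active means compounds whose percent inhibition of the receptor-coactivator binding signal exceeds about 50% in the single-dose screen, limit read from the data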;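 further: 0% = receptor plus peptide wells without compound and 100% = peptide-only wells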
# Active calls of the source: *; . = not tested or not shown; [ ] = dose if it differs, or a comment. The list is partial; count on the stated rates, not on these rows.
no.	Structure	H69AR growth 86K	sEH act	Calb biofilm kill	Smad3 FoxH1 inh	ERa SRC1 inh	ERa SRC1 pot	HUVEC inhibit	Fibroblast inh	ERb SRC1 inh
1	NS(=O)(=O)c1ccc(CCNC2CC(=O)N(Cc3ccccc3)C2=O)cc1 (stereo not drawn)	105	9	8	13	7	106	94	100	1
2	O=C(NCC1CCCO1)C1CC(c2ccccc2Cl)=NO1 (stereo not drawn)	100	2	-3	-12	-3	91	97	98	-8
3	Cc1occc1C(=O)NCCc1ccc(Cl)cc1	97	-3	7	-4	19	65[fluorescence artefact?]	101	108	13
4	C=CCn1c(SCC(=O)Nc2nc(C)cs2)nnc1C(NC(=O)c1ccccc1)C(C)C (stereo not drawn)	14*	0	5	1	6[fluorescence artefact?]	82	93	100	5
5	Cc1ccc(S(=O)(=O)N2CCN(CCO)CC2)cc1-c1nnc2c3ccccc3c(C)nn12	81	-14	0	-10	-1	132	123	102	10[fluorescence artefact?]
6	O=C(NC1CC2CCCC(C1)N2C(=O)NCc1ccccc1)C1CC1 (stereo not drawn)	94	.	-1	3	2[fluorescence artefact?]	88	103	105	-6[fluorescence artefact?]
7	Cc1onc(-c2ccccc2Cl)c1C(=O)Nc1cnn(Cc2ccccc2)c1	94	.	5	6	-1	108	80	81	-6
8	Cc1[nH]c2ccc(-c3n[nH]c(=S)n3C)cc2c1C	106	-6	7	-3	6[fluorescence artefact?]	118	58	108	2[fluorescence artefact?]
9	NC(=O)CN1CCOCCN(CC(N)=O)CCOCC1	99	.	7	-4	7	123	92	99	3
10	NS(=O)(=O)c1ccc(NC(=O)CSc2ccccn2)cc1	104	9	.	10[fluorescence artefact?]	1[fluorescence artefact?]	104	88	94	-6
11	Cc1cc2oc3c(c(=O)c2cc1C)C(c1ccc(C(C)C)cc1)N(CCCN1CCOCC1)C3=O (stereo not drawn)	92	.	13	2	5	90	69	89	2
12	CCOc1ccc(C2C(=O)N(C3CCCCC3)CC(=O)N2CC2CCCO2)cc1OC (stereo not drawn)	90	-11	7	-16	3[fluorescence artefact?]	82	101	100	6
13	CCOC(=O)c1cnc(SCC(=O)c2ccc3c(c2)OCCO3)nc1N	86	.	2	9	8	128[fluorescence artefact?]	95	94	-8[fluorescence artefact?]
14	COc1ccc2c(CC(=O)OCC(=O)c3ccc(F)cc3)coc2c1	106	5	9	-4	-11	106[fluorescence artefact?]	95	102	6
15	COC(=O)c1c(-c2ccc(C)cc2)csc1N	95	.	12	3	8	85	90	80	-4
16	C=CCSc1nc2c(c(=O)[nH]c(=O)n2C)n1CC	79	17	9	-7	14	70	100	95	1
17	Cc1c(NC(=O)c2ccc3c(c2)OCO3)cccc1-c1nc2ccccc2o1	.	-22	3	10	-3	126	110	98	-2
18	CNS(=O)(=O)c1cccc2nsnc12	93	.	4	-11	-7	113	97	108	-4[fluorescence artefact?]
19	CCCNC(=O)CS(=O)Cc1nc(-c2cccc(OC)c2)oc1C (stereo not drawn)	91	-7	6	-3	-13	129	103	99	-7
20	COc1cc(-n2c(C)nc3cc(C(=O)N4CCOCC4)ccc32)cc(OC)c1OC	92	.	3	-7	-1	115	104	99	-7
21	CC(C)(C)n1nnnc1CN(Cc1ccc(F)cc1)Cc1ccco1	88	-22	1	-8	-5	101	89	92	-1
22	CC1CCc2cc(F)ccc2N1C(=O)c1ccc2c(c1)OCO2 (stereo not drawn)	93	-1	12	6	6	116[fluorescence artefact?]	107	95	1
23	Cc1nc(NS(=O)(=O)c2cccs2)c2c3c(sc2n1)CCC3	92	7	-7	-9	7	97	86	102	24[fluorescence artefact?]
24	CCC(C)(C)NC(=O)C(c1ccco1)N(C(=O)Cn1nnc2ccccc21)c1ccc2c(c1)OCO2 (stereo not drawn)	76	-6	6	-2	-1	112[fluorescence artefact?]	99	98	0
25	CCn1cc(C(=O)NCc2cccc(F)c2)c(=O)c2cc(F)c(N3CCN(C(=O)c4ccco4)CC3)cc21	16*	17	2	-1	1	107	63	89	3
26	NC(=O)C1(N2CCCCC2)CCN(C(=O)c2ccc(C#CC3(O)CCCCC3)cc2)CC1	91	-6	7	4	-1	106	111	107	-4
27	COc1ccc(OC)c(NC(=O)C2CC(C)=C(C)CC2C(=O)O)c1 (stereo not drawn)	91	-5	1	6	2	106	103	96	6
28	Nc1nnc(SCc2ccccc2Cl)s1	94	-3	10	22	2	108	93	105	4
29	CCCCOC(=O)C(C)c1c(C)[nH]c(=S)[nH]c1=O (stereo not drawn)	96	1	6	-4	3	110	98	104	-6
30	COc1ccccc1/C=c1\sc2nc(-c3ccncc3)nn2c1=O	84	.	0	-13	9[fluorescence artefact?]	101	86	98	13
31	Cc1ccc(C(C)C)c(OCC(O)CN2CCN(CCO)CC2)c1 (stereo not drawn)	89	-1	7	0	-1[fluorescence artefact?]	127	99	94	-3
32	CCCS/C(N)=N/N=C/c1cc(C)ccc1O	65	2	7	2	6	112	89	103	-1
33	CCOC(=O)c1oc2cc(C)cc(O)c2c(=O)c1-c1csc(C)n1	82	-14	6	-14	-4	80	101	101	-8
34	Clc1c(CSc2nc3ccccc3o2)nc2ccccn12	83	6	5	4	-6	108	92	84	-10
35	Cc1ccc(S(=O)(=O)/N=C(\CN2CCCCC2)N2CCOCC2)cc1	96	-6	.	2	-6	106	116	99	0
36	O=c1c2ccccc2oc2ncccc12	75	0	7	-1	6[fluorescence artefact?]	107	91	100	-2[fluorescence artefact?]
37	Cc1nn(CC(=O)Nc2ccccc2)c(=O)c2ccccc12	85	14	2	-7	-13	99	105	96	-22[fluorescence artefact?]
38	[O-][N+]12CC[N+]([O-])(CC1)c1ccccc12	84	12	2	-5	1[fluorescence artefact?]	104	103	96	3
39	Cc1cc(Cl)ccc1N(CC(=O)N=Nc1c(O)[nH]c2ccccc12)S(C)(=O)=O	88	-7	1	-6	-5	86[fluorescence artefact?]	95	105	-15
40	CNC(=O)NC(=O)CSc1ccc(NC(C)=O)cc1	85	2	6	-9	0	124	86	102	6
41	Cn1nc(-c2ccc(Cl)cc2)c2cc(C(=O)NCCCN3CCOCC3)sc21	43	7	5	-1	-2	94	2.9*	39*	-13[fluorescence artefact?]
42	Cc1ccc2cc(CN(CC(C)C)C(=O)C3CCCO3)c(=O)[nH]c2c1 (stereo not drawn)	77	-6	4	-17	3	82	88	96	13
43	CN(C)S(=O)(=O)c1ccc(C(=O)OCC(=O)c2ccc(OC(F)F)cc2OC(F)F)cc1	99	23	8	-2	4	102[fluorescence artefact?]	95	.	1[fluorescence artefact?]
44	COc1cc(C2NC(=O)NC(C)=C2C(=O)OC(C)(C)C)ccc1OCC(N)=O (stereo not drawn)	88	5	4	-6	-12	115	100	109	0
45	CCC(=O)Nc1nc(N)n(-c2ccccc2)n1	103	-13	2	0	-2	101	98	102	-5
46	COc1ccc(C(=O)NNC(=O)c2cnccn2)cc1[N+](=O)[O-]	77	10	-3	29[fluorescence artefact?]	-5	104	95	98	-8
47	CCOc1ccc(C2C(C#N)=C(N)Oc3cc(C)n(Cc4ccco4)c(=O)c32)cc1OC (stereo not drawn)	82	12	9	3	0	107	108	92	6
48	Cc1cc(C)c2cc3c(ccn3C3OC[C@H](O)[C@H](O)[C@H]3O)cc2n1 (stereo partly drawn)	100	6	1	4	18[fluorescence artefact?]	83[fluorescence artefact?]	98	102	52*[fluorescence artefact?]
49	Nc1ccc(O)cc1C(=O)OCC(=O)C12CC3CC(CC(C3)C1)C2	56	2	1	-10	1	119[fluorescence artefact?]	80	88	8
50	O=C(CSc1nnc(C2CC2)n1-c1ccccc1)Nc1ccc(N2CCOCC2)cc1	91	6	6	6	5	78	99	104	8
51	CCN1CCCC1CNC(=O)c1ccccc1Cl (stereo not drawn)	98	20	-1	-8	-3	101	95	97	-9[fluorescence artefact?]
52	c1nnc(NC2=NCCCCC2)s1	84	11	4	4	-10[fluorescence artefact?]	111[fluorescence artefact?]	97	98	3
53	COc1cccc(CNc2ccc3c(c2)CCC3)c1	108	-8	3	8	-11	91	97	103	1
54	Cc1ccc(F)cc1NC(=O)C1CCN(c2cnccn2)CC1	88	13	5	0	-6	138[fluorescence artefact?]	102	94	-6
55	Cc1nn(C)cc1CN(C)C(=O)c1cc2nc(-c3ccco3)cc(C(F)(F)F)n2n1	93	-2	7	3	-7	120	112	111	13
56	Cc1ccc(-n2nnnc2SCn2nnc3ccccc3c2=O)c(C)c1	82	4	1	3	-2	95	93	99	-5
57	COC(=O)CCCCCNc1ccc(C(=O)OC)cc1N	84	7	9	1	-2	97	100	91	-5
58	CCOc1ccc(-c2cc(N3C(=O)Nc4ccccc4N3O)on2)cc1	104	12	-1	-13	-5	99	113	104	-2
59	COc1cccc(Nc2cc(C)nc3ccccc23)c1	76	-8	9	-3	3	109	98	84	0
60	CC(=O)Oc1ccc(-c2ccc(C(=O)O)cc2)cc1	90	-6	8	-2	-5	97	79	97	-10

# Further compounds
no.	Structure	H69AR growth 86K	sEH act	Calb biofilm kill	Smad3 FoxH1 inh	ERa SRC1 inh	ERa SRC1 pot	HUVEC inhibit	Fibroblast inh	ERb SRC1 inh
61	Cc1ccc(Cl)cc1N1CCN(C(=O)c2cc3c(=O)n(C)c4ccccc4c3n2C)CC1	61	.	5	-7	40[fluorescence artefact?]	135[fluorescence artefact?]	51	54	13[fluorescence artefact?]
62	COCCCNCCOc1cc(C(C)C)ccc1C	93	0	-2	5	-3	116	100	90	-3
63	COc1cc2c(C(=O)N3CCN(c4cccc(Cl)c4)CC3)cn(C)c(=O)c2cc1OC	.	-4	.	2	7[fluorescence artefact?]	113	.	.	1[fluorescence artefact?]
64	COc1ccc(CCNC(=O)c2c(C)noc2C)cc1	91	-2	8	2	-7	106	82	92	-7
65	O=C(c1ccncc1)c1nccn1-c1ccccn1	90	11	3	-1	-11	123	88	88	-4
66	CCN(CC)C(=O)CSc1nnc(CCN)o1	98	.	6	11[fluorescence artefact?]	-1[fluorescence artefact?]	98[fluorescence artefact?]	102	103	9
67	O=C(NCc1ccco1)C(C(=O)c1ccc(F)cc1)n1ccccc1=O (stereo not drawn)	96	4	8	7	-7	105	104	107	8
68	O=C1C2C3C=CC(C3)C2C(=O)N1c1ccncc1 (stereo not drawn)	99	2	7	3	0	118	94	97	-5
69	Cc1cccc(C(=O)N=c2c(C#N)cc3c(=O)n4cccc(C)c4nc3n2Cc2ccco2)c1	79	14	9	0	30	150[fluorescence artefact?]	72	84	30
70	CCC(=O)Nc1cc2c(C)cc(=O)oc2cc1C	92	2	9	6	-4	94	87	99	16
71	COc1cc(C(=O)NCCC(=O)NCCN2CCOCC2)cc(OC)c1OC	100	-8	7	0	-9	111	100	91	-10
72	O=C(OCC(O)C(O)COC(=O)c1ccccc1)c1ccccc1 (stereo not drawn)	107	4	8	-2	-1	121	85	99	3[fluorescence artefact?]
73	Cc1ccc(C(C(=O)NC2CCCCC2)N(C(=O)c2csnn2)C2CCCC2)o1 (stereo not drawn)	96	-6	4	-5	-10[fluorescence artefact?]	104	105	88	-4
74	Cc1ccc(-n2nc3ccc(NC(=O)c4ccc5c(c4)OCO5)cc3n2)cc1	45	-8	7	11	88*[fluorescence artefact?]	60[fluorescence artefact?]	93	110	66*[fluorescence artefact?]
75	N/C(=N\OC(=O)c1ccc(Cl)cc1)c1cccnc1	70	9	5	5	-5	85	85	106	-6
76	Cc1cc(C)nc(NS(=O)(=O)c2ccc(NC(=O)CN3C(=O)c4ccccc4C3=O)cc2)n1	93	-6	-1	-14	5	102	93	110	2

# Bioassay records: PubChem BioAssay, several laboratories
